PMI inhibition = MPI inhibition at elevated mannose 6-phosphate – biochemical, fluorescence intensity, high mannose 6-phosphate, primary screen (AID 1220); inhibition, % at 20 µM, or IC50 in µM where a hit was titrated; recombinant PMI enzyme, coupled fluorescence intensity; higher % means a stronger effect; actives 0.66% (n = 190,000)
TNAP activation fold = stimulation of alkaline phosphatase TNAP activity – biochemical, luminescent, no phosphate acceptor, uHTS, primary screen (AID 1001). purified TNAP, luminescent activation assay, no phosphate acceptor; higher activation fold means a stronger effect. actives 0.03% (n = 200,000). activation fold at 20 µM, or EC50 in µM where a hit was titrated; in the data active = activation fold from about 3, or a potency from the dose series; inactive = the rest, 99 in 100 with activation fold below about 1.6; also: many of its hits are not listed in these tables
P. falciparum M17LAP = P. falciparum M17LAP inhibitors, primary screen, biochemical, fluorogenic H-Leu-NHMec substrate, 1536-well (AID 1619) | recombinant M17LAP, H-Leu-NHMec fluorogenic kinetic assay; higher % means a stronger effect | one-dose inhibition, % at 30 µM; IC50 in µM for titrated hits | actives 0.38% (n = 220,000);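 active = compound inhibiting the enzyme by more than half at any dose during confirmatory dose-response retesting; inconclusive = strong single-dose inhibitors picked by rank but not retested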;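 also: plate controls were full reaction with DMSO carrier for no effect and no enzyme background for full effect; strong numbers were not always called active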
P. falciparum M1AAP = malaria alanyl aminopeptidase activity blockers – biochemical, fluorogenic H-Leu-NHMec substrate, 1536-well (AID 1445). inhibition, % at 30 µM, or IC50 in µM where a hit was titrated. recombinant M1AAP, H-Leu-NHMec fluorogenic kinetic assay; higher % means a stronger effect. actives 0.42% (n = 220,000);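 active = primary inhibition above the hit cutoff, then over 50% inhibition at one or more dose response concentrations, cut at about 23% in these data, passing the limit was not always enough; inconclusive = conflicting primary data, or primary hits not chosen for dose response; inactive = low primary inhibition, or under 50% at every dose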;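 also: plate controls were DMSO full reaction for no effect and no enzyme background for full effect; strong numbers were not always called active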
K1F lysis inhibition = inhibition of K1F phage lysis, E. coli UTI89, bacterial capsule biogenesis inhibitors, alamar blue (AID 488966). E. coli UTI89 K1F phage lysis, alamar blue, 2 h; higher % means a stronger effect. inhibition, % at 100 µM, or IC50 in µM where a hit was titrated. actives 0.02% (n = 340,000);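 active = phage lysis inhibition, versus mean bacterial control, above a set limit; inconclusive = no clear call, values can overlap the other calls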;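 also: capsule biogenesis inhibitors block K1F phage lysis so surviving cells raise fluorescence; higher fluorescence means more inhibition of phage lysis; actives were called in the ten point dose series up to 300 µM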
T cell modulator = modulates CD8 T cell binding to vesicles; actives 0.068% (n = 330,000); 2C CD8+ T cell-vesicle binding, flow cytometry; active compounds read low; calls only at 7 µM;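 active = response, share of CD8 T cells binding vesicles, and their 90th percentile fluorescence all below set limits, cut at about 80% in these data, passing the limit was not always enough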
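Incubation: binding step 1.5 h, 37 °C, antibody labelling 20 min, ice; system: murine 2C transgenic CD8+ T lymphocytes; technique: cytometric PE anti-B7-1 and Alexa647 anti-CD8 signals after 1% paraformaldehyde fixation; also added: QL9-charged Drosophila Ld/ICAM-1/B7-1 vesicles; control set: naked versus QL9-loaded vesicles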
human PMI inhibition = inhibitors of human PMI, primary screen, biochemical, fluorescence intensity, coupled assay (AID 1209); actives 0.42% (n = 190,000); purified PMI enzyme, coupled fluorescence intensity; higher % means a stronger effect; inhibition, % at 20 µM; hits with a dose series show IC50 in µM;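 also: plate controls were DMSO vehicle for no effect and wells lacking substrate for full effect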
RSV CPE inhibition = inhibition of RSV-induced cytopathic effect – HEp-2 cells, primary 10 µM value included (AID 2391); HEp-2 cells, RSV-induced CPE inhibition; higher % means a stronger effect; CPE inhibition, % at 10 µM, or IC50 in µM where a hit was titrated; actives 0.13% (n = 310,000); in the data active = a potency from the dose series; inconclusive = CPE inhibition mostly from about 23% at the one dose, without a potency; inactive = the rest, 99 in 100 with CPE inhibition below about 21%; also: strong numbers were not always called active
West Nile virus CPE = inhibition of WNV-induced cytopathic effect – cell-based, CPE readout (AID 1621). West Nile virus-infected cells, CPE inhibition; higher % means a stronger effect. CPE inhibition, % at 10 µM; hits with a dose series show IC50 in µM. actives 0.02% (n = 290,000); in the data active = a potency from the dose series; inconclusive = CPE inhibition mostly from about 3.7% at the one dose, without a potency; inactive = the rest, 99 in 100 with CPE inhibition below about 2.2%; also: strong numbers were not always called active
T cell modulator vesicle-bound % = recorded beside T cell modulator, whose call it bears; double positive events, %; measured here: CD8+ vesicle-bound cell fraction;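 binding gate set so that unloaded-vesicle control wells show 10% double positive cells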
An asterisk follows results filed as active; i = inactive; ? = inconclusive; · = not tested or not shown; + = active, no number; [ ] = remark or other dose. Rule as the data show it, unless noted: active = inhibition above about 50%; inactive = the rest.

SMILES	PMI inhibition	TNAP activation fold	P. falciparum M17LAP	P. falciparum M1AAP	K1F lysis inhibition	T cell modulator	T cell modulator vesicle-bound %	human PMI inhibition	RSV CPE inhibition	West Nile virus CPE
COC(=O)c1ccc(CNC(=O)CSC2=NCCS2)cc1	-16%	1.1	11%	1%	-0.7%	i	70	-11%	0.5%	0.0%
CC(C)N1CCC(N2CCN(Cc3ccc4nonc4c3)CC2CCO)CC1 (stereo not drawn)	·	·	1%	-1%	0.3%	i	14	·	-2.4%	0.0%
COCCNC(=O)Cn1cnc2sc(C)c(S(=O)(=O)N3CCC(C)CC3)c2c1=O	3%	1.1	-8%	-1%	0.6%	i	17	10%	0.5%	0.4%
Cc1ccc(NC(=O)N2CCC(NC(=O)C(C)(C)C)CC2)cc1	-5%	1.1	-8%	2%	0.2%	i	22	-4%	0.1%	0.3%
O=C1CC(N2CCC(c3nc4ccccc4[nH]3)CC2)C(=O)N1Cc1ccccc1 (stereo not drawn)	0%	1.1	-3%	-1%	-1.6%	i	26	11%	2.5%	0.8%
COc1ccc(-c2[nH]c(-c3ccc(F)cc3)nc2SCC(=O)NC2CCCC2)cc1	15%	1.1	3%	1%	5.1%	i	21	21%	2.1%	0.7%
CC1=CC(C)(C)N(C(=O)CN2C(=O)CCC2=O)c2ccc(C)cc21	-10%	1.1	-6%	-1%	0.7%	i	29	-6%	1.1%	-0.7%
COC1CCN(C(=O)c2ccc3oc(C(C)C)nc3c2)CC1	·	·	·	·	1.1%	i	42	·	1.4%	-0.1%
COc1cc(OC)c(OC)cc1/C=N/NC(=O)CC1C(=O)NN=C1C (stereo not drawn)	16%	1	53%	13%	i	i	42	14%	1.0%	·
COc1ccc(C(=O)COC(=O)CCc2ccccc2)cc1	·	·	11%	6%	0.1%	i	56	·	2.2%	0.2%
NC(=O)C1CCN(C(=O)Cn2cccc2C(=O)c2ccccc2)CC1	-6%	1.1	9%	14%	0.1%	i	35	-3%	2.6%	0.3%
c1ccc2c(c1)OCC(c1nn3c(Cn4nnc5ccccc54)nnc3s1)O2 (stereo not drawn)	12%	1.1	8%	5%	i	i	11	24%	0.9%	-1.0%
CNC(=O)CSc1nnc(-c2ccco2)n1-c1ccccc1OC	5%	1.1	·	·	0.8%	i	16	-1%	-0.5%	0.1%
Cc1ccc2c(ccc[n+]2CC(=O)c2ccccc2)c1	-18%	1.1	-1%	13%	0.2%	i	5	-20%	0.8%	-0.2%
CCCNc1nc(OC(C(F)(F)F)C(F)(F)F)nc(OC(C(F)(F)F)C(F)(F)F)n1	2%	1.1	9%	3%	7.0%	i	60	1%	-0.1%	0.1%
CCN1CCN(C(=O)NCc2ccccc2)CC1	·	·	0%	-2%	0.1%	i	25	·	2.2%	0.7%
O=C1NC(=S)S/C1=C/c1ccc(Oc2cnccn2)cc1	-7%	1.4	1%	0%	0.0%	i	49	-7%	0.7%	0.1%
Nc1cc(N)nc(SCC(=O)c2ccc3c(c2)NC(=O)CO3)n1	5%	1	8%	8%	1.9%	i	68	0%	0.1%	0.2%
COc1ccc(C(=O)N/N=C(\C)CC(=O)NC2CCCCC2)c(OC)c1	·	·	·	·	0.2%	i	24	·	1.9%	1.5%
CCOC(=O)C1CCN(C(=O)COc2cccc(C)c2)CC1	11%	1.1	7%	11%	0.0%	i	34	7%	1.4%	0.2%
COCCNC(=O)c1cc2c(=O)n3cccc(C)c3nc2n(Cc2ccncc2)c1=N	5%	1	-322%	30%	-0.6%	i	35	-3%	-0.9%	-0.4%
CCN1C(=O)c2ccc(-c3nc4ccccc4c(=O)o3)cc2C1=O	-15%	1.1	1%	3%	-0.8%	i	43	-7%	2.2%	·
O=C(Nc1ccc(S(=O)(=O)O)cc1)c1ccc2c(c1)S(=O)(=O)c1ccccc1C2=O	·	·	·	·	0.0%	i	26	·	2.1%	-0.2%
Cc1cc(=O)n2nc(N3CCCC3C(=O)Nc3ccccc3C)sc2n1 (stereo not drawn)	·	·	·	·	2.1%	i	15	·	-0.1%	-0.1%
ClCc1csc(N/N=C/c2cccs2)n1	·	·	7%	14%	·	i	54	·	1.3%	0.4%
COc1ccc2c(C)c(CCC(=O)NCCCN3CCCC3=O)c(=O)oc2c1C	·	·	·	·	3.1%	i	43	·	0.0%	-0.7%
Cc1ccc(S(=O)(=O)/N=S(/C)c2ccccc2)cc1 (stereo not drawn)	-23%	0.9	3%	8%	0.1%	i	52	-21%	2.4%	0.1%
O=C(Nc1nc(-c2ccc(Cl)cc2Cl)cs1)C1CCCO1 (stereo not drawn)	0%	1.1	17%	3%	0.3%	i	40	0%	7.1%	-1.6%
Cc1nc(C(C)NC(=O)CCc2nnc(Cc3c[nH]c4ccccc34)o2)cs1 (stereo not drawn)	0%	1.1	7%	0%	0.5%	i	31	-1%	1.1%	-0.1%
CC(NC(=O)c1ccccc1F)c1ccccc1 (stereo not drawn)	·	·	-4%	1%	1.5%	i	61	·	3.0%	-0.4%
CCCOc1cc(C)c(S(=O)(=O)n2ccc(C)n2)cc1C	12%	1.1	8%	-2%	-0.1%	i	44	20%	16%	-0.6%
CS(=O)(=O)N1CCC(C(=O)Nc2ccc(Br)cc2F)CC1	9%	1.1	9%	1%	i	i	33	9%	0.2%	-0.2%
COc1cc(C(=O)N/N=C/c2cccc(Oc3ccccc3)c2)ccc1O	·	·	·	·	0.3%	i	61	·	8.3%	0.0%
O=C(Nc1ccc2c(c1)OCO2)c1ccc(S(=O)(=O)NCC2CCCO2)cc1 (stereo not drawn)	-2%	1	-4%	4%	0.6%	i	46	2%	1.0%	-0.4%
Cc1ccc(C)n1-c1ccc(-c2nnco2)cc1	15%	1.1	5%	-1%	-2.4%	i	34	14%	4.8%	0.1%
C=C(c1ccccc1O)n1ccnc1	·	·	·	·	0.2%	i	10	·	0.3%	-0.1%
CCOc1ccc(-n2cnnn2)cc1S(=O)(=O)NC1CC1	-7%	1.1	-5%	10%	4.0%	·	·	-3%	0.0%	0.7%
COC(=O)CNC(=O)C(Cc1c[nH]c2ccccc12)NC(=O)Oc1ccccc1 (stereo not drawn)	·	·	11%	1%	0.6%	i	57	·	1.9%	0.3%
O=[N+]([O-])c1ccc(NC(=S)N2CCc3ccccc3C2)cc1	8%	1.1	3%	14%	8.4%	i	42	9%	4.0%	-0.3%
c1ccc(CCn2nnnc2C(c2cccnc2)N2CCN(c3nc4ccccc4s3)CC2)cc1 (stereo not drawn)	15%	1.1	13%	2%	4.1%	i	19	23%	3.7%	-0.4%
C=C1CCC(O)C2(C)CCC3C(C)C(=O)OC3C12O (stereo not drawn)	·	·	·	·	0.2%	i	25	·	0.2%	0.1%
O=C(Nc1cccnc1)c1ccc(CSc2ccccc2)cc1	-13%	1	-3%	-3%	0.2%	i	32	-1%	10%	0.2%
O=C(OCc1ccc(Cl)c(Cl)c1)c1ccc[nH]1	·	·	·	·	-0.7%	i	11	·	?	-0.7%
c1ccc(-c2ccccc2OCCCN2CCCC2)cc1	-26%	1.1	-8%	-1%	0.0%	i	38	-20%	0.1%	-1.2%
CCCCNS(=O)(=O)c1ccc2nc(-c3cccnc3)cc(C(=O)NCCCN(CC)CC)c2c1	-2%	1.1	-6%	3%	·	i	59	-1%	0.4%	1.0%
O=C(CS(=O)(=O)Cc1ccccc1)Nc1ccc(S(=O)(=O)N2CCOCC2)cc1	2%	1	-6%	1%	2.9%	i	50	1%	0.3%	-0.3%
Cc1nc2sc(C(c3ccco3)N3CC(C)OC(C)C3)c(O)n2n1 (stereo not drawn)	-6%	0.9	6%	-5%	1.2%	i	14	3%	2.1%	·
COc1cc(OC)cc(C(=O)N[C@H](C(=O)Nc2cc(F)ccc2C)C(C)C)c1	·	·	·	·	0.1%	i	39	·	1.1%	-0.6%
COC(=O)c1ccc(OC)c(CN2CCCN(Cc3ccc(F)cc3)S2(=O)=O)c1	·	·	·	·	0.1%	i	40	·	?	-0.7%
Nc1nonc1-n1nnc(C(=O)N/N=C/c2cccnc2)c1-c1ccccc1	·	·	·	·	0.1%	i	20	·	1.7%	0.3%

Additional structures:
SMILES	PMI inhibition	TNAP activation fold	P. falciparum M17LAP	P. falciparum M1AAP	K1F lysis inhibition	T cell modulator	T cell modulator vesicle-bound %	human PMI inhibition	RSV CPE inhibition	West Nile virus CPE
O=C(N/N=C/c1cccs1)c1cc(-c2ccc3ccccc3c2)n[nH]1	7%	0.7	2%	1%	0.4%	i	17	10%	18%	-0.3%
O=C(Nc1cccc(Cl)c1)Nc1ccccc1C(=O)O	·	·	-4%	1%	-0.8%[50 µM]	i	8	·	-0.8%	0.7%
CC(C)NC(=O)CN(c1cccc(Br)c1)S(C)(=O)=O	-5%	1.1	6%	-2%	0.5%	i	44	-13%	1.4%	1.1%
COc1cccc(CC(=O)Nc2nc3ccccc3[nH]2)c1	-2%	1.2	0%	0%	0.6%	i	49	-2%	-0.5%	-0.4%
CCc1ccc(OCC(=O)NC(=S)Nc2ccc(C)cc2C)c(Br)c1	-15%	1.1	-1%	4%	2.7%	i	32	-18%	-1.3%	-0.1%
CCCCNS(=O)(=O)c1ccc(OCC(=O)OC)cc1	-4%	1.1	8%	9%	0.9%[50 µM]	+	0.1*	-10%	1.6%	0.4%
COc1ccc(OC)c(Nc2nc(N)nc(CSc3nnc(-c4ccncc4)o3)n2)c1	13%	1	0%	-2%	·	i	22	16%	1.6%	·
C[C@H]1CN(C2CCCCC2)C(=O)[C@@H]1CC(=O)NCc1ccccc1	·	·	·	·	0.5%	i	18	·	0.3%	-0.6%
CC(C)(C)c1ccc(/C=C/C(=O)N2CCOCC2)cc1	14%	1	-12%	0%	2.5%	i	29	10%	4.3%	-0.8%
Cc1ccc(CN2CCC(n3nccc3NC(=O)c3ccccc3C)CC2)o1	·	·	·	·	0.0%	i	71	·	-0.5%	-0.8%
Nc1nc(NCc2ccco2)nc(Nc2ccc(F)cc2)c1[N+](=O)[O-]	·	·	5%	10%	2.8%	i	61	·	·	0.0%

Sorted by value in PMI inhibition (lowest first): 3 of the compounds above.
SMILES | PMI inhibition
CCc1ccc(OCC(=O)NC(=S)Nc2ccc(C)cc2C)c(Br)c1 | -15%
COc1cccc(CC(=O)Nc2nc3ccccc3[nH]2)c1 | -2%
O=C(N/N=C/c1cccs1)c1cc(-c2ccc3ccccc3c2)n[nH]1 | 7%

Source: PubChem

Outcome played no part in choosing rows. About 1.5% of those tested had a hit in this group.
